FEN1 inhibitor: blocks human flap endonuclease 1; P39748; Recombinant FEN1 flap cleavage, fluorescence, 15 min; Potency, µM (top dose mostly 114 µM), for the others: top-dose activity change, negative = inhibition, most hits filed as inhibitors; 390,000 tested, 0.35% active; AID 588795; also: nearly all actives have a fitted effect of over 65% in size
Target sequence (P39748 whole entry, looked up): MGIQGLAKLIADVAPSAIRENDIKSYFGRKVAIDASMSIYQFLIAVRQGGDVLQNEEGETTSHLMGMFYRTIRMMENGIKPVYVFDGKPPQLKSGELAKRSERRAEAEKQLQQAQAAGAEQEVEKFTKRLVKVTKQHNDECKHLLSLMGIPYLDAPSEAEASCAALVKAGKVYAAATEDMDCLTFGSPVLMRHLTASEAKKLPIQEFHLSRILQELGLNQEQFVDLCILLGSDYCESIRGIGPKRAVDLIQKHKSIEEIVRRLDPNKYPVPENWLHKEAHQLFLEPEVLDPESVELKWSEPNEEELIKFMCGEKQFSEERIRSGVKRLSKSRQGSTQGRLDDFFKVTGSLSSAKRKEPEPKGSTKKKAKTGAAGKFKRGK
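Quantitative HTS format: each compound was titrated, incubated with 10 nM nuclease for 15 min at room temperature, then challenged with flap substrate at 50 nM final. Signal change over 15 min gave concentration–effect curves.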
N370S GC mod: inhibits or activates N370S mutant glucocerebrosidase; AID 2101; P04062; Potency, µM (top dose mostly 59.4 µM), inactives show at the top dose activity change, negative = inhibition, most hits filed as inhibitors; N370S GC spleen homogenate, 4MU-glucoside fluorescence; 330,000 tested, 0.092% active;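 also: 0% = full enzyme activity and -100% = no enzyme basal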
TDP1 inh: TDP1 (human) enzyme inhibition. Q9NUW8. recombinant TDP1, AlphaScreen DNA substrate cleavage. Potency, µM (series often up to 130 µM), for the others: at the top dose activity change, negative = inhibition, hits mostly inhibitors. 350,000 tested, 0.28% active; also: nearly all actives have a fitted effect of over 40% in size
Target sequence (Q9NUW8 whole entry, looked up): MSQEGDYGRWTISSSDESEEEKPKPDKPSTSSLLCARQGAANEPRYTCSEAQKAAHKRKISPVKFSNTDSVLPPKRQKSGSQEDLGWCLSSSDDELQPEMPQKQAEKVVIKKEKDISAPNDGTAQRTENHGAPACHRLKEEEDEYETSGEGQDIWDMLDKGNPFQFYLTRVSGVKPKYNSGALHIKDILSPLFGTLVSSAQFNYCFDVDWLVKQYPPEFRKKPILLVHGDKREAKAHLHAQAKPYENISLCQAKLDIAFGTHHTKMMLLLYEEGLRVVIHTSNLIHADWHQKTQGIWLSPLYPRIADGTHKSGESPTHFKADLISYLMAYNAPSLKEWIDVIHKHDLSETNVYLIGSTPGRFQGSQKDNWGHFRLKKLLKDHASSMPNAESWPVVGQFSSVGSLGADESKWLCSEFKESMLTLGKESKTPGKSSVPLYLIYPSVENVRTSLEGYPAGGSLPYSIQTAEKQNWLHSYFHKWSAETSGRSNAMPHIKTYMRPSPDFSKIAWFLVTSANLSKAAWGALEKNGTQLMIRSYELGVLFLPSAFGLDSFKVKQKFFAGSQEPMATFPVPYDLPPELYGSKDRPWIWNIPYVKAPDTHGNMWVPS
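Recombinant E. coli-expressed Tdp1 (1 nM) preincubated with compound 15 min at RT, then 5'-biotin/3'-phosphotyrosine-FITC DNA substrate (15 nM) added for 5 min. AlphaScreen beads (10 ug/ml) added, 10 min RT; tyrosine-FITC cleavage read as signal loss.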
An asterisk follows results filed as active; [ ] = remark or other dose. Calls follow the shape of the dose curve; as a rule, active = well fitted curve in the direction sought with a large enough effect; inconclusive = small, poorly fitted or top-dose-only effect, or another doubt; inactive = no such curve, though single readings can be large; an effect the other way counts as inactive or inconclusive. Unless noted, % is scaled to controls: 0 for no effect and ±100 for the full control effect; potency is read from the fitted curve at half-maximal effect.

Start of the listing, in advance, two compounds:
For COc1cc(OC)c(C(=O)OCC(=O)NC23CC4CC(CC(C4)C2)C3)cc1OC the results were FEN1 inhibitor -1% and TDP1 inh -5%.
Screening Nc1nc(Nc2ccccc2F)nc(N2CCOCC2)c1[N+](=O)[O-] returned FEN1 inhibitor 2% and N370S GC mod -2%.

All compounds of this part, previewed entries included:
For COc1cc(OC)c(C(=O)OCC(=O)NC23CC4CC(CC(C4)C2)C3)cc1OC the results were FEN1 inhibitor -1% and TDP1 inh -5%.
Screening Nc1nc(Nc2ccccc2F)nc(N2CCOCC2)c1[N+](=O)[O-] returned FEN1 inhibitor 2% and N370S GC mod -2%.
For O=S1(=O)CCN2C(Cc3ccc(SC(F)F)cc3)=CSC2=N1 the results were FEN1 inhibitor -5%, N370S GC mod 6% and TDP1 inh 6%.
For CCCC1=Nc2cc(C(=O)N3CCC(C(N)=O)CC3)ccc2Sc2ccccc21 the results were FEN1 inhibitor 20%, N370S GC mod 2% and TDP1 inh 6%.
Screening Cc1ccc(Sc2ncccc2NC(=O)c2ccccc2Cl)cc1 returned FEN1 inhibitor -12%, N370S GC mod 8% and TDP1 inh -1%.
`CCN(CC)CCC(c1ccc(N(C)C)cc1)c1c(OC)cc(OC)c2c1OC(=O)CC2c1ccc(N(C)C)cc1` (stereo not drawn) gave FEN1 inhibitor -5%, N370S GC mod inconclusive and TDP1 inh 28%.
For CC(C)Cn1c(N)c(C(=O)CSc2ncccn2)c(=O)n(C)c1=O the results were FEN1 inhibitor -4%, N370S GC mod 1% and TDP1 inh -10%.
Screening CCCCNS(=O)(=O)c1cccc(S(=O)(=O)N2CCCC2)c1 returned FEN1 inhibitor -9%, N370S GC mod 2% and TDP1 inh 1%.
Screening Cc1ccc2[nH]c(C)c(CCNC(=O)NC3CCCCC3)c2c1 returned FEN1 inhibitor 6%, N370S GC mod 5% and TDP1 inh 4%.
For O=C(c1cc(-c2ccc(Cl)cc2)n(-c2ccc(Cl)c(Cl)c2)n1)N1CCOCC1 the results were FEN1 inhibitor 0%, N370S GC mod 6% and TDP1 inh 2%.
CCn1cc(C(=O)NCCCOC)c(=O)c2cc(S(=O)(=O)N(C)C3CCCCC3)ccc21 was read as FEN1 inhibitor -1%, N370S GC mod 16% and TDP1 inh 5%.
For Cc1ccc(S(=O)(=O)NCC(c2ccc(N(C)C)cc2)N2CCc3ccccc32)cc1 (stereo not drawn) the results were FEN1 inhibitor 9% and TDP1 inh 11%.
For CCCCCC(=O)Nc1ccc2oc(-c3ccncc3)nc2c1 the results were FEN1 inhibitor 7%, N370S GC mod 9% and TDP1 inh 0%.
`Cc1onc(-c2ccccc2Cl)c1C(=O)OCC(=O)c1ccccc1` gave FEN1 inhibitor -12%, N370S GC mod 9% and TDP1 inh -5%.
Cc1cccc(-c2nnc(SCc3ccc(C#N)cc3)n2Cc2ccco2)c1 was read as FEN1 inhibitor -14%, N370S GC mod 10% and TDP1 inh 4%.
`Cc1c(C(=O)Nc2cccc(C(F)(F)F)c2)oc2ccc3c(c12)C(=O)CC(C)(C)O3` gave FEN1 inhibitor -2% and TDP1 inh -8%.
Screening COc1ccc(C(=O)NCC(=O)OCc2cc(=O)n3nc(C4CCCCC4)sc3n2)cc1 returned FEN1 inhibitor 19% and TDP1 inh 6%.
Screening CCOc1cc(/C=N/NC(=O)C(=O)NC)cc(Br)c1O returned FEN1 inhibitor 0%, N370S GC mod 9% and TDP1 inh -2%.
Cc1ccccc1-n1nc(C(=O)O)c(C)c(C#N)c1=O was read as FEN1 inhibitor 3%, N370S GC mod -1% and TDP1 inh -1%.
CN(CCCCN1CCOCC1)Cc1nc(-c2ccc3c(c2)OCO3)no1 was read as FEN1 inhibitor -13%, N370S GC mod -4% and TDP1 inh 3%.
Screening COc1ccc(CNC(=O)C2CCC(CNS(=O)(=O)c3ccc4c(c3)CCCC(=O)N4)CC2)cc1 (stereo not drawn) returned FEN1 inhibitor 0% and TDP1 inh 5%.
Screening Cc1ccc(NC(=O)COC(=O)C2CSC3(C)CCC(=O)N23)c(C)c1 (stereo not drawn) returned FEN1 inhibitor -3% and TDP1 inh -3%.
For Cc1ccc(S(=O)(=O)N2CCOCC2)cc1C(=O)OCc1nnc(-c2ccccc2)o1 the results were FEN1 inhibitor -10%, N370S GC mod -11% and TDP1 inh -3%.
Screening O=C(c1cccc(C(=O)N2CCN(c3ncccn3)CC2)c1)N1CCN(c2ncccn2)CC1 returned FEN1 inhibitor -9%, N370S GC mod 21% and TDP1 inh -4%.
Cc1ccc(N(C(=O)c2ccc(Br)o2)C2C=CS(=O)(=O)C2)cc1 (stereo not drawn) was read as FEN1 inhibitor 0%, N370S GC mod 5% and TDP1 inh -3%.
`Cc1cccc(NC(=O)CSCC(=O)N=c2sccn2C)c1` gave FEN1 inhibitor -1%, N370S GC mod -2% and TDP1 inh 2%.
O=C(Nc1cccc(Cl)c1)C1C2CCC3C(CCC21)C3(Cl)Cl (stereo not drawn) was read as FEN1 inhibitor -19%, N370S GC mod -8% and TDP1 inh -3%.
For CC1CCN(C(=O)C(C)OC(=O)c2ccc(S(C)(=O)=O)c([N+](=O)[O-])c2)CC1 (stereo not drawn) the results were FEN1 inhibitor -4% and TDP1 inh 0%.
Cc1noc(C)c1C(=O)OCC(=O)N(C)C1CCS(=O)(=O)C1 (stereo not drawn) was read as FEN1 inhibitor -10%, N370S GC mod 0% and TDP1 inh 2%.
O=C(NCC(=O)N(Cc1ccc(F)cc1)C(C(=O)NC1CCCC1)c1ccco1)c1ccco1 (stereo not drawn) was read as FEN1 inhibitor -8%, N370S GC mod 7%[2.35 µM] and TDP1 inh -4%.
`COc1ccc(NC(=O)C(c2ccc(C)cc2)N(C)C(=O)c2cnccn2)cc1` (stereo not drawn) gave FEN1 inhibitor 10%, N370S GC mod -13% and TDP1 inh 5%.
Screening CC(C)CC(=O)Nc1ccc(C(=O)CN2CCC(C)CC2)cc1 returned FEN1 inhibitor 6%, N370S GC mod -1% and TDP1 inh 5%.
For COc1ccc(CN(C(=O)c2nsc(Cl)c2Cl)C(C(=O)NC2CCCCC2)c2ccc(OC)cc2)cc1 (stereo not drawn) the results were FEN1 inhibitor 3%, N370S GC mod 13% and TDP1 inh -1%.
`Cc1ccc(C(=O)NCCCNc2ccccc2[N+](=O)[O-])cc1` gave FEN1 inhibitor 0%, N370S GC mod 5% and TDP1 inh -5%.
Screening COc1ccccc1C(=O)Nc1ccc2c(c1)nc1n2CCN(C2CCCCC2)C1 returned FEN1 inhibitor -7%, N370S GC mod -1% and TDP1 inh 5%.
COc1cc2cc(C(c3nnnn3C3CCCC3)N(C)C3CCCCC3)c(=O)[nH]c2cc1OC (stereo not drawn) was read as FEN1 inhibitor 0%, N370S GC mod -2% and TDP1 inh 5%.
`CCc1ccc2c(c1)C1(SC(NC(C)=O)=NN1C(C)=O)C(=O)N2C(C)C` (stereo not drawn) gave FEN1 inhibitor -12%, N370S GC mod 17% and TDP1 inh 6%.
Screening C=CCNC(=S)NNC(=O)c1cccn(Cc2cccc(Cl)c2)c1=O returned FEN1 inhibitor -10%, N370S GC mod 0% and TDP1 inh 5%.
CCCn1c(=S)[nH]c2cc(C(=O)N3CCN(C(=O)OCC)CC3)ccc2c1=O was read as FEN1 inhibitor -4%, N370S GC mod 1% and TDP1 inh 5%.
For Cc1cc(NC(=O)CN2CCN(S(=O)(=O)c3ccc(Cl)cc3)CC2)no1 the results were FEN1 inhibitor -1%, N370S GC mod -3% and TDP1 inh -5%.
CCOC(=O)c1[nH]c(C)c(C(=O)Nc2ccccc2C)c1C was read as FEN1 inhibitor 16%, N370S GC mod 11% and TDP1 inh -5%.
For Cc1cc(C(=O)N/N=C/c2ccc(-c3cccc(Cl)c3Cl)o2)n[nH]1 the results were FEN1 inhibitor -3%, N370S GC mod 0% and TDP1 inh -1%.
Screening COc1ccc(NC(=S)NCc2ccc(F)cc2)c(OC)c1 returned FEN1 inhibitor 0% and N370S GC mod 0%.
`Cc1cc(C)c(S(=O)(=O)Nc2ccc(C(N)=O)cc2)c(C)c1` gave FEN1 inhibitor 2%, N370S GC mod -23% and TDP1 inh -2%.
For CSc1nnc(C(C)c2ncc(C(F)(F)F)cc2Cl)n1C (stereo not drawn) the results were FEN1 inhibitor 20%, N370S GC mod 6% and TDP1 inh 8%.
For COc1cc(/C=C/C(=O)OCC(=O)NC(=O)C2COc3ccccc3O2)ccc1OC(F)F (stereo not drawn) the results were FEN1 inhibitor 14% and TDP1 inh -5%.
`COC(=O)[C@]1(C)N[C@H](CN(C)C(=O)Nc2ccc(C)cc2)[C@@H]2C(=O)N(C)C(=O)[C@@H]21` gave FEN1 inhibitor -14% and TDP1 inh 2%.
For O=C(CSc1nnc(-c2ccncc2)n1Cc1ccco1)N1c2ccccc2Sc2ccc(Cl)cc21 the results were FEN1 inhibitor -7%, N370S GC mod 2% and TDP1 inh 0%.
`COc1ccc(S(=O)(=O)c2c(Nc3ccc(F)cc3)sc(C(=O)c3ccc(C)cc3C)c2N)cc1` gave FEN1 inhibitor -9% and TDP1 inh 9%.
`CC(Sc1nnc(-c2ccco2)n1-c1ccccc1)C(=O)NCC1CCCO1` (stereo not drawn) gave FEN1 inhibitor 4% and TDP1 inh 1%.
`CC(CCc1ccccc1)NC(=O)/C=C/c1ccc(Cl)cc1` (stereo not drawn) gave FEN1 inhibitor -10%, N370S GC mod 2% and TDP1 inh 3%.
Screening CC(=O)N(CCc1ccccc1C)Cc1cc2cc(C)ccc2[nH]c1=O returned FEN1 inhibitor 19% and N370S GC mod -2%.
For CC(=O)c1c(C)[nH]c(C(=O)COC(=O)CNS(=O)(=O)c2ccccc2)c1C the results were FEN1 inhibitor 2%, N370S GC mod -1% and TDP1 inh 3%.
`COC(=O)c1ccc(C(=O)OC)c(NC(=O)CSc2n[nH]c(N)n2)c1` gave FEN1 inhibitor 12% and TDP1 inh 1%.
`O=C(c1cccnc1)n1nc(NCc2ccccc2)nc1NCc1ccccc1` gave FEN1 inhibitor 12%, N370S GC mod 14% and TDP1 inh 6%.
`C/C(N)=C(/C#N)C(=O)COC(=O)c1ccc(C#N)cc1` gave FEN1 inhibitor -2% and N370S GC mod 0%.
N#C/C(=N/Nc1ccc(OC(F)(F)F)cc1)C(N)=S was read as FEN1 inhibitor 17%, N370S GC mod -11% and TDP1 inh 8%.
Screening CCOc1ccc2nc(NC(=O)CN3C(=O)NC4(CCCC4)C3=O)sc2c1 returned FEN1 inhibitor -11%, N370S GC mod -5% and TDP1 inh -16%[0.505 µM].
`CCOC(=O)CSc1nc(C)cc(C)n1` gave FEN1 inhibitor 9%, N370S GC mod 1% and TDP1 inh 7%.
CC(C)(C)NC(=O)c1cccc(NC(=O)Cc2ccc(Br)cc2)c1 was read as FEN1 inhibitor 2%, N370S GC mod 19% and TDP1 inh 5%.
`O=C(Nc1ccc(Cl)c(Cl)c1)c1ccc(Cn2c(=O)[nH]c3ccsc3c2=O)cc1` gave FEN1 inhibitor -14%, N370S GC mod inconclusive and TDP1 inh -3%.
S=C1CSc2ccccc2N1 was read as FEN1 inhibitor 0%, N370S GC mod -10% and TDP1 inh 8%.
Screening COC(=O)c1ccc(NC(=O)Cc2coc3cc(C)ccc23)cc1 returned FEN1 inhibitor 9% and TDP1 inh 1%.
Screening CCc1ccc2nc(/N=C(\N)NC(=O)c3ccccc3)nc(C)c2c1 returned FEN1 inhibitor -8%, N370S GC mod 9% and TDP1 inh 2%.
CCCS(=O)(=O)Nc1cccc(-c2cn3c(n2)SCC3)c1 was read as FEN1 inhibitor -1%, N370S GC mod -6% and TDP1 inh 2%.

Three entries from above, ordered by length of the SMILES, largest number first:
`O=C(Nc1ccc(Cl)c(Cl)c1)c1ccc(Cn2c(=O)[nH]c3ccsc3c2=O)cc1` gave FEN1 inhibitor -14%, N370S GC mod inconclusive and TDP1 inh -3%.
Screening COC(=O)c1ccc(NC(=O)Cc2coc3cc(C)ccc23)cc1 returned FEN1 inhibitor 9% and TDP1 inh 1%.
S=C1CSc2ccccc2N1 was read as FEN1 inhibitor 0%, N370S GC mod -10% and TDP1 inh 8%.

Pulled by compound from above, four records:
Screening CCc1ccc2nc(/N=C(\N)NC(=O)c3ccccc3)nc(C)c2c1 returned FEN1 inhibitor -8%, N370S GC mod 9% and TDP1 inh 2%.
Screening COC(=O)c1ccc(NC(=O)Cc2coc3cc(C)ccc23)cc1 returned FEN1 inhibitor 9% and TDP1 inh 1%.
S=C1CSc2ccccc2N1 was read as FEN1 inhibitor 0%, N370S GC mod -10% and TDP1 inh 8%.
`O=C(Nc1ccc(Cl)c(Cl)c1)c1ccc(Cn2c(=O)[nH]c3ccsc3c2=O)cc1` gave FEN1 inhibitor -14%, N370S GC mod inconclusive and TDP1 inh -3%.

Source: PubChem BioAssay

No enrichment for hits, and some 0.53% of all compounds hit somewhere here.
